Source: PubChem
PME-1 primary: PME-1 (human) inhibition; recombinant PME-1, FP-Rh probe fluorescence polarization; AID 2130; actives 0.53% (n = 320,000); inhibition, % at 5.9 µM; Q9Y570;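 active means inhibition above the campaign mean of all compounds plus 3 SD, cut at about 26% in these data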;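 further: competitive labeling of PME-1 active site by serine hydrolase directed probe; 0% = PME-1 with DMSO and 100% = wells lacking PME-1 enzyme; inhibitors block probe labeling so polarization falls and inhibition rises; many of its hits are not listed in these tables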
Target sequence (Q9Y570 whole entry, looked up): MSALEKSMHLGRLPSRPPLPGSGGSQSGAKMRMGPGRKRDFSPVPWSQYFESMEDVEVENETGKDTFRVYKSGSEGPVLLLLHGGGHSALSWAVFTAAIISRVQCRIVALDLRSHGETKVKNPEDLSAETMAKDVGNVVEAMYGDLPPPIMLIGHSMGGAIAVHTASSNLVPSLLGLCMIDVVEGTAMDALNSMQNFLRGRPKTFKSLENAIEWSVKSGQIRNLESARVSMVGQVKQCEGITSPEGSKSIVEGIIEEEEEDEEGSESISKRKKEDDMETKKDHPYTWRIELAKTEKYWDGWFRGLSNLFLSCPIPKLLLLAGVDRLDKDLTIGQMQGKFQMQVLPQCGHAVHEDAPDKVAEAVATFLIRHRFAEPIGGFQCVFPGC
PREPL inhibitor: inhibits the human prolyl oligopeptidase-like enzyme | Q4J6C6 | recombinant PREPL, fluorescence polarization activity-based probe | actives 0.68% (n = 320,000) | inhibition, % at 5.96 µM | AID 2751; in the data active means inhibition above about 43%;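 further: 0% = enzyme with DMSO and 100% = wells lacking enzyme; many of its hits are not listed in these tables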
PAD4 FP inh: PAD4 (human) enzyme inhibition. actives 0.41% (n = 330,000). AID 485272. inhibition, % at 6.36 µM. recombinant PAD4, RCA probe fluorescence polarization;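 active means percent inhibition above a cutoff equal to the mean of all tested compounds plus 3 SD, cut at about 15% in these data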;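 further: 0% = PAD4 with RCA probe and DMSO and 100% = probe without PAD4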
GSTO1 inh: counter-screen for RBBP9 inhibitors: inhibitors of human GSTO1; recombinant GSTO1, activity-based probe fluorescence polarization; inhibition, % at 5.96 µM; actives 1.1% (n = 300,000); AID 1974;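 active means inhibition above the campaign mean inhibition plus 3 SD, cut at about 35% in these data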;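 further: 0% = GSTO1-1 with DMSO and 100% = wells lacking GSTO1-1 enzyme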
pPAFAH inh: inhibitors of human plasma PAF acetylhydrolase (pPAFAH) | Q13093 | recombinant pPAFAH, FP-rhodamine probe fluorescence polarization | inhibition, % at 3.39 µM | actives 1.5% (n = 330,000);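 active means inhibition above the mean inhibition across the screen plus 3 SD, cut at about 25% in these data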;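 further: inhibitors block binding of the rhodamine activity-based probe so polarization drops; 0% = enzyme with DMSO and 100% = wells lacking pPAFAH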
LYPLA2 counter: LYPLA2 (human) inhibition in PME1 counter-screen; inhibition, % at 5.9 µM; actives 0.38% (n = 320,000); recombinant LYPLA2, FP-Rh probe fluorescence polarization; O95372; AID 2177;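 active means inhibition above the screen-wide mean plus 3 SD, limit set per campaign, cut at about 26% in these data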;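 further: 0% = LYPLA2 with DMSO and 100% = wells lacking LYPLA2 enzyme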
Target sequence (O95372 whole entry, looked up): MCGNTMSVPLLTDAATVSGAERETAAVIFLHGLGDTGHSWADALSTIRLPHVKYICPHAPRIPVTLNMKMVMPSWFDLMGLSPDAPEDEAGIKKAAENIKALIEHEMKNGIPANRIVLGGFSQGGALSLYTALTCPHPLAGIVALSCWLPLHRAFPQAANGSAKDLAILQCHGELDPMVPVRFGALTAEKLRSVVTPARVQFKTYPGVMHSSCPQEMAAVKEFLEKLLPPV
PAFAH1B2 inh: inhibitors of human PAFAH1B2; recombinant PAFAH1B2, FP-rhodamine activity probe, fluorescence polarization; inhibition, % at 3.39 µM; actives 1.2% (n = 340,000);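 active means inhibition above the mean of all tested compounds plus 3 SD, cut at about 24% in these data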;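 further: 0% = enzyme with DMSO and 100% = wells lacking PAFAH1B2; many of its hits are not listed in these tables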
Target sequence (P68402 whole entry, looked up): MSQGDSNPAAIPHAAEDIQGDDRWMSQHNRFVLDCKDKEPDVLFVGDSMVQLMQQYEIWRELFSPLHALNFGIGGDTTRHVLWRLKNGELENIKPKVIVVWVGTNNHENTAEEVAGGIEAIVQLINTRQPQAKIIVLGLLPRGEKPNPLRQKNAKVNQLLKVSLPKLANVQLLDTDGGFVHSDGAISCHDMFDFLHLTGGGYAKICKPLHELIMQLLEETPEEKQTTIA
LYPLA1 inh: counter-screen for PME1 inhibitors: inhibitors of human LYPLA1 | recombinant LYPLA1, FP-Rh probe fluorescence polarization | inhibition, % at 5.9 µM | actives 0.16% (n = 320,000) | AID 2174;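 active means inhibition above the mean of all tested compounds plus 3 SD, set per campaign, cut at about 14% in these data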;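 further: inhibitors block serine hydrolase probe labeling of LYPLA1 so polarization falls; 0% = enzyme with DMSO and 100% = wells lacking LYPLA1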
Target sequence (O75608 whole entry, looked up): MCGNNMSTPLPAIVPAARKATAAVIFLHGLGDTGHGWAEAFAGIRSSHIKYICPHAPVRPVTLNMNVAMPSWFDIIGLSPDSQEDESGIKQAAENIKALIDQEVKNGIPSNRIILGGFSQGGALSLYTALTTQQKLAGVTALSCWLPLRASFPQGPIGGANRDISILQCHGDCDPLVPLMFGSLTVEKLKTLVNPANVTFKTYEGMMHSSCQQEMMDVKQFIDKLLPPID
PAFAH1B3 FP inh: blocks human PAF acetylhydrolase 1B catalytic subunit 3 | actives 0.28% (n = 340,000) | Q15102 | recombinant PAFAH1B3, FP-rhodamine probe, fluorescence polarization | inhibition, % at 3.39 µM;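 active means inhibition above the screen-wide average of all tested compounds plus 3 SD, cut at about 25% in these data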;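 further: 0% = enzyme with DMSO only and 100% = wells lacking PAFAH1B3 protein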
* = called active by the depositor; . = not tested or not shown.

SMILES	PME-1 primary	PREPL inhibitor	PAD4 FP inh	GSTO1 inh	pPAFAH inh	LYPLA2 counter	PAFAH1B2 inh	LYPLA1 inh	PAFAH1B3 FP inh
CC(C)(C)NC(=O)c1ccc2c(c1)C(=O)N(Cc1ccco1)C2=O	4	-6	2	4	5	8	3	-3	9
CCCCc1ccc(NC(=O)C2CCCC2)cc1	-4	2	1	1	-1	-6	0	-5	3
C/C(=N/NS(=O)(=O)c1ccc(C)cc1)c1c(O)c2ccccc2oc1=O	0	-54	-3	-5	6	3	9	0	4
COC(=O)c1c(C)oc(C)c1S(=O)(=O)N(C)C1CCCCC1	6	0	-1	7	1	2	.	1	.
CC1CCN(C(=O)CSCC(=O)Nc2nc(-c3cccs3)cs2)CC1	1	11	-3	-4	4	-3	0	-3	4
O=C1CN(C(=O)c2cc3ccccc3oc2=O)C(c2ccccc2)c2cc(F)ccc2N1 (configuration not stated)	34*	-3	0	2	-2	11	-1	-1	0
Oc1ccc2ccccc2c1CNc1ccc(Br)cn1	-3	-6	-3	3	3	-3	3	-3	4
CC(=O)/C(=N\Nc1ccccc1)Sc1nnc(-c2ccccc2)n1-c1ccccc1	6	-2	2	4	-4	13	3	-3	0
Nc1nc(Sc2ccc(C(F)(F)F)cn2)n[nH]1	5	1	1	3	7	2	3	3	9
CCOc1ccccc1CNCc1ccc(C(=O)O)cc1	1	-3	0	-5	-6	-7	-4	-5	6
COc1ccc(CN(CCC(c2ccc(F)cc2)C2CCOC(C)(C)C2)C(=O)c2ccco2)cc1 (configuration not stated)	1	11	-2	0	4	4	6	-2	10
C=CCN1C(=O)c2ccccc2Sc2ccc(C(=O)N3CCN(C)CC3)cc21	-7	21	-5	-3	-1	6	0	5	-1
CCn1c(=O)cc(OCC(=O)Nc2cc(C)ccn2)c2ccccc21	7	0	-6	-2	6	9	3	1	1
Cc1ccc(S(=O)(=O)N2CCOCC2)cc1NC(=O)COC(=O)C1(C)CC1(Cl)Cl (configuration not stated)	.	4	-1	.	5	.	1	.	13
CC1(C)CC(=O)c2c(O)cc(OCc3ccc([N+](=O)[O-])cc3)cc2O1	-7	14	-7	7	-2	-9	10	-1	4
CCCN(CCO)Cc1ccc(Cl)c(Cl)c1	2	-2	2	-10	1	-6	0	-2	-1
CCOc1ccc(NC(=O)N2CCN(S(C)(=O)=O)CC2)cc1	-2	12	-2	1	5	-1	-1	4	2
CC(Sc1nnnn1C)C(=O)Nc1ccccc1 (configuration not stated)	-1	8	0	-8	1	7	-2	5	3
CC(C)c1nc2n[nH]c(N)c2c2c1CCCC2	-3	1	1	0	3	3	1	-1	0
Cc1noc(C)c1COC(=O)c1cnc(Cl)c(Cl)c1	-3	19	5	14	0	-3	-4	5	3
Cc1ccc(O)c(NC(=O)CSc2n[nH]c(-c3ccccc3)n2)c1	5	2	1	-5	8	-4	4	-4	3
COc1ccccc1N1CCN(C(=O)CSc2nnc(NC(=O)C(C)C)s2)CC1	-1	7	0	14	3	4	4	-2	11
Cc1nn(CC(=O)NNC(=S)NCC2CCCO2)c(C)c1Br (configuration not stated)	-1	3	-1	1	28*	-3	5	-5	6
Cc1ccccc1C(=O)NCC(=O)NNC(=O)CCN1CCN(c2ccccc2)CC1	5	6	1	3	-2	1	3	1	8
COc1ccc(OC)c(NC(=O)CN(c2ccc(C)cc2)S(=O)(=O)c2c(C)n[nH]c2C)c1	0	2	0	1	-1	0	2	-4	10

The listing continues.
SMILES	PME-1 primary	PREPL inhibitor	PAD4 FP inh	GSTO1 inh	pPAFAH inh	LYPLA2 counter	PAFAH1B2 inh	LYPLA1 inh	PAFAH1B3 FP inh
CCC(C)(C)NC(=O)C(c1ccco1)N(C(=O)CNC(=O)c1cccs1)c1cccnc1 (configuration not stated)	-3	0	2	-3	7	6	2	-1	2
CCOC(=O)c1cc(S(=O)(=O)NC2CCC(C)CC2)cn1C (configuration not stated)	3	-2	-3	3	8	1	4	0	10
CSC1=NSC2=NC(=O)/C(=C/c3coc4ccccc4c3=O)C(=N)N12	13	2	-25	-82	16	-9	11	-8	8
O=c1cc(CSc2ccc(Cl)cc2)nc(-c2ccccc2)[nH]1	-4	-9	-5	-5	6	-3	.	-3	.
O=C(COC(=O)c1cccnc1Cl)Nc1ccccc1OC(F)F	-1	10	-5	4	-2	-2	4	-1	7
CCN1CCc2nc(N)sc2C1	-4	0	-6	7	8	6	2	1	2
O=C(N1CCOCC1)N1CCN(S(=O)(=O)N2CCOCC2)CC1	0	-3	0	2	1	-4	1	0	3
Cc1ccc(OCCN2C(=O)CSC2=O)cc1	1	3	-4	0	9	-3	3	3	-1
Cc1ccc(NS(=O)(=O)c2ccc3c(c2)n(C)c(=O)c(=O)n3C)c(C)c1	-5	6	-1	-3	8	-5	1	-5	-1
O=S(=O)(Nc1ccc(S(=O)(=O)N2CCCCCC2)cc1)c1cccs1	0	15	0	13	3	2	13	2	0
CSc1nsc(SCC(=O)NCc2ccccc2)n1	2	-1	-1	6	5	-1	-2	-1	-11
Cc1cc(NC(=O)CSc2nc3ccsc3c(=O)n2CCCC(=O)NCCc2ccccc2)no1	7	-18	1	-2	3	3	4	-1	4
C=CCn1c(=N)n(CC(=O)c2cccc([N+](=O)[O-])c2)c2ccccc21	5	6	-3	2	3	1	0	-2	0
COc1ccccc1NC(=O)CSc1ccc(-c2ccc(-n3cccn3)cc2)nn1	-10	11	7	-5	3	4	4	1	9
Cn1cc(CN2CCCC(CO)(Cc3cccc(Cl)c3)C2)cn1 (configuration not stated)	-1	-5	2	0	-1	4	0	0	-4
Cc1ccccc1NS(=O)(=O)c1nnc(NC(=O)C(C)C)s1	-1	16	-7	4	-1	2	4	1	6
CC(C)CN(C(=O)CN1CCN(c2ccccc2O)CC1)c1c(N)n(CC(C)C)c(=O)[nH]c1=O	6	13	3	8	-2	6	5	2	12
COCCN(C(=O)CSCC(=O)Nc1ccc(C)cc1)c1c(N)n(CC(C)C)c(=O)[nH]c1=O	-5	2	-3	.	-1	-5	5	-3	-1
Cc1c(SCCO)c(=O)[nH]c2cc3c(cc12)OCO3	8	8	-1	-3	6	4	-5	0	7
CCOC(=O)Cc1ncccc1C(=O)Nc1ccc(OC(F)(F)F)cc1	2	11	-2	16	1	-3	6	2	5
COc1ccc2c(C(=O)CN3CC(C)OC(C)C3)c[nH]c2c1 (configuration not stated)	1	7	-5	-3	1	8	2	2	1
CCSc1nc2sc3c(c2c(=O)n1-c1ccccc1)CCN(C)C3	1	15	-1	10	10	-2	0	3	-1
Cc1ccc(S(=O)(=O)N(CC(=O)NCC2CCCO2)Cc2cccc(C)c2)cc1 (configuration not stated)	7	0	3	2	-1	-2	0	-1	-2
CC(=O)NC(Cc1cccc(F)c1)C(=O)NC1CCN(c2nnnn2-c2ccccc2)CC1 (configuration not stated)	-2	2	-1	-1	3	-2	8	1	8
CC(C)OCCCNC(=O)NC12CC3CC(CC(C3)C1)C2	-2	-1	-2	4	2	11	6	3	7

(cont.)
SMILES	PME-1 primary	PREPL inhibitor	PAD4 FP inh	GSTO1 inh	pPAFAH inh	LYPLA2 counter	PAFAH1B2 inh	LYPLA1 inh	PAFAH1B3 FP inh
O=C(CCCCC(=O)NCCc1ccccc1)NCCc1ccccc1	-3	20	-3	8	-1	1	13	-2	4
Cc1ccccc1NC(=O)Nc1ccccc1Br	-8	-5	-2	12	-5	-1	1	2	10
COc1ccc(C2=CN(Cc3ccccc3)C(c3ccccc3)CC2=O)cc1 (configuration not stated)	.	22	1	.	11	.	2	.	3
COCCNC(=O)c1cc(-c2cccnc2)nc2ccc(Br)cc12	3	10	5	-1	0	3	2	0	-6
COC(=O)c1ccccc1N1CCS(=O)(=O)CC1	6	-1	3	8	3	-1	-3	3	6
COC(=O)CNC(c1ccccc1)c1cc(Br)ccc1N (configuration not stated)	2	13	-4	-1	0	5	4	-2	4
CCOc1nc(OCC)c2cnn(C)c2n1	-2	21	-2	3	-1	-2	6	1	8
N#Cc1ccsc1NC(=O)CN1CCN(S(=O)(=O)c2ccc3ccccc3c2)CC1	-2	-2	-3	0	3	-9	1	-5	-2
Cc1cc(CNC(=O)COc2ccc(F)cc2Cl)cc(C)c1O	0	8	-2	20	3	3	-4	-2	-4
CCOc1ccc(C(=O)Nc2sc3c(c2C(=O)OC)CC(C)(C)NC3(C)C)cc1	3	-4	1	0	-2	6	0	1	1
CCC(=O)c1ccc(OCC(O)Cn2cnc3ccccc32)cc1 (configuration not stated)	-8	-5	-2	-4	3	6	4	1	2
CCN(CC)S(=O)(=O)c1ccc2[nH]cc(C(=O)NCCCN3CCCCC3C)c(=O)c2c1 (configuration not stated)	6	16	2	-1	5	6	4	1	13
Cc1sc2nc3c4ccccc4c(NCc4ccco4)nn3c(=O)c2c1C	-12	-4	-6	-17	-2	-12	-1	-3	6
Cc1c(Cl)c(=O)oc2cc(OC(C)C)ccc12	7	2	0	0	0	0	6	2	0
CCCCN(C(=O)CCCc1nc2ccccc2c(=O)[nH]1)c1c(N)n(CCCC)c(=O)[nH]c1=O	0	3	0	-3	0	1	-4	4	4
COc1ccc(NC(=O)C2=C(C)Nc3ncnn3C2c2ccccc2C(F)(F)F)c(OC)c1 (configuration not stated)	0	17	-3	0	5	10	1	1	0
CCn1c(=O)c(C(=O)NCCc2ccc(OC)c(OC)c2)c(O)c2ccccc21	-6	-18	-1	-4	1	-7	-2	-5	11
O=C(c1ccc(Oc2ccc(C(F)(F)F)cn2)cc1)N1CCN(c2ccccc2)CC1	3	17	2	4	2	3	0	-4	7
Cc1cc(C(=O)COC(=O)CCc2nc3ccccc3s2)c(C)n1C	-5	9	-1	1	12	-2	0	0	4
Cc1oc(C(C)(C)C)c(CN2CCOCC2)c1C(=O)O	3	0	-1	3	0	11	4	3	7
O=C1NC(c2cccc([N+](=O)[O-])c2)Oc2ccccc21 (configuration not stated)	4	2	-8	2	3	-3	-4	-1	3
CCC(C)(C)NC(=O)C(c1ccccn1)N(C(=O)c1csnn1)c1ccc(C)c(C)c1 (configuration not stated)	3	5	0	6	2	-1	3	0	1
O=C1CSc2nc3ccccc3n21	0	7	-4	-2	6	0	3	3	-1
COc1ccc(NC(=O)c2ccco2)cc1NC(=O)c1ccco1	-5	-5	-4	-3	15	-2	4	-3	0
COc1cc(CC2C(=O)Nc3ccccc32)cc(C)c1O (configuration not stated)	-2	8	-3	-1	6	-7	3	-3	-1
Cc1ccc(C(=O)CN2C(=O)NC3(CCc4ccccc43)C2=O)s1 (configuration not stated)	0	5	-13	.	2	-3	1	0	0
COc1cc(NC(=O)c2ccccc2NS(=O)(=O)c2ccc(Cl)s2)cc(OC)c1	4	-1	0	-133	15	-8	5	-6	12
CC1(CCc2ccc3c(c2)OCO3)NCCc2c1[nH]c1ccccc21 (configuration not stated)	2	2	-1	-3	4	-1	3	5	16
C/C(CCc1ccc2c(c1)OCO2)=N\N=C1\NC(=O)CC(C(=O)Nc2ccc(Cl)cc2)S1 (configuration not stated)	3	17	-4	-3	5	0	4	-3	6

3 structures from above, sorted by length of the SMILES, descending:
SMILES	PME-1 primary	PREPL inhibitor	PAD4 FP inh	GSTO1 inh	pPAFAH inh	LYPLA2 counter	PAFAH1B2 inh	LYPLA1 inh	PAFAH1B3 FP inh
CCN(CC)S(=O)(=O)c1ccc2[nH]cc(C(=O)NCCCN3CCCCC3C)c(=O)c2c1 (configuration not stated)	6	16	2	-1	5	6	4	1	13
COc1ccc(NC(=O)C2=C(C)Nc3ncnn3C2c2ccccc2C(F)(F)F)c(OC)c1 (configuration not stated)	0	17	-3	0	5	10	1	1	0
Cc1cc(CNC(=O)COc2ccc(F)cc2Cl)cc(C)c1O	0	8	-2	20	3	3	-4	-2	-4

A portion of the library; count on the stated rates, not on these rows.
